Screens deposited in PubChem BioAssay by The Scripps Research Institute Molecular Screening Center.
SRC3 TRFRET art: flags TR-FRET format artefacts in PPARgamma SRC-3 recruitment agonist screen; TR-FRET ratio at 8 µM; hit rate 0.39% among 99,000; AID 1048; TR-FRET artefact counter-screen, PPARgamma/SRC-3 format; stronger effect = higher value; in the data active = TR-FRET ratio above about 2000; note: inactives centre near 1600; reference of the scale not given here
SRC1 TRFRET art: TR-FRET artefact, counter-screen to PPARgamma/SRC-1 agonist assay; TR-FRET ratio at 8 µM; TR-FRET detection artefact counter-screen, emission ratio; stronger effect = higher value; hit rate 0.34% among 99,000; in the data active = TR-FRET ratio above about 2300; note: inactives centre near 1800; reference of the scale not given here
* marks the source's active call; other numbers are inactive results.

#	SMILES	SRC1 TRFRET art	SRC3 TRFRET art
1	Cc1ccc(NC(=S)NNC(=S)NC2CCCCC2)cc1	1888	1709
2	Cc1occc1C(=O)NNC(=O)C1CCCCC1	2077	1619
3	Cc1nn(CCC(=O)NNC(=S)Nc2ccc(F)cc2)c(C)c1Br	1767	1702
4	O=C(N/N=C/c1ccc(OCc2ccccc2)cc1)c1ccncc1	1759	1654
5	CCc1ccc(-c2nnn(Cc3nn[nH]n3)n2)cc1	2003	1551
6	Cc1ccc(-c2nnc(SCC(N)=O)n2C)cc1	1950	1568
7	Cc1ccc(S(=O)(=O)N2CCC(C(=O)O)CC2)cc1C(=O)O	1799	1566
8	Cc1ccc(-c2nn(-c3ccccc3)cc2C(=O)N2CCN(c3ccccn3)CC2)cc1	2249	1641
9	O=C(O)c1ccc(-n2cccn2)nc1	1658	1629
10	COc1ccc(S(=O)(=O)c2c(C)c(NS(=O)(=O)c3ccccc3)cc(C)c2O)cc1	1834	1718
11	Cc1nn(C(C)C)c(C)c1CN1CCN(Cc2ccsc2)C(CCO)C1 (stereo unspecified)	1775	1647
12	COc1ccc2c(c1)CC(C)C/C2=N\NC(=O)c1ccco1 (stereo unspecified)	2069	1611
13	COc1cc(-c2c(C#N)c(N)nc3c2c(C)nn3-c2ccc(C)c(C)c2)cc(OC)c1OC	1747	1749
14	NCCCC[C@@H]1NC(=O)c2cc([N+](=O)[O-])cc(I)c2SC[C@@H](C(=O)NCC(N)=O)NC(=O)CNC1=O	1918	1465
15	COc1ccc(OCc2nnc(SCC(=O)NNC(=O)c3ccc(C)cc3)n2C)cc1	1484	1471
16	COc1ccccc1C1C2=C(CC(C)(C)CC2=O)Nc2nnnn21 (stereo unspecified)	1907	1665
17	Cc1oc2cc([N+](=O)[O-])c(O)c([N+](=O)[O-])c2c1C(=O)c1ccc(Br)cc1	1637	1499
18	COc1ccc(OC)c(-c2csc(NC(=O)CSc3ccc(Br)cc3)n2)c1	1904	1643
19	Cc1cc(NC(=O)c2ccc(COc3ccccc3Cl)o2)no1	2251	1664
20	CC1CCC(NC(=O)c2cc3c(s2)CS(=O)(=O)C3)CC1 (stereo unspecified)	1805	1595
21	CC(C)(C)c1ccc(C(=O)N/C(=C\c2ccco2)C(=O)O)cc1	1765	1621
22	O=C(C1CCCCC1)N1CCN(c2nc(-c3ccc(F)cc3)cs2)CC1	1698	1586
23	CC1CCc2c(nc3ncnn3c2NCCc2ccccc2F)C1 (stereo unspecified)	1919	1731
24	COc1ccc(CN2CCN(C(=O)c3ccc(-c4ccccc4)cc3)CC2)c(OC)c1OC	1780	1496
25	CCN=C1SC(CC(=O)NC(N)=O)C(=O)N1CC (stereo unspecified)	1668	1598

(listing goes on)
#	SMILES	SRC1 TRFRET art	SRC3 TRFRET art
26	Cc1ccc(S(=O)(=O)Nc2ccc(C(=O)Nc3cc(C)on3)cc2)cc1	1574	1869
27	CCN(CC)C(=S)Nc1ccc(OC(F)F)cc1	1730	1780
28	CCCn1c(NC(=S)Nc2ccccc2)nc2ccccc21	1818	1784
29	CCN1C(=O)C(CC(=O)Nc2ccc(OC)cc2)N(CCCN2CCN(c3ccc(OC)cc3)CC2)C1=S (stereo unspecified)	1957	1563
30	Cn1nc(OCCOc2ccccc2)ccc1=O	1750	1424
31	CCOC(=O)c1[nH]cnc1C(=O)Nc1ccccc1OC	1628	1788
32	CC1CC(C)(C)NC(=S)N1CC(=O)NCc1ccccc1Cl (stereo unspecified)	1593	1450
33	NC1=NN=C(c2ccc3c(c2)OCCO3)CS1	1606	1427
34	O=S1(=O)CCC(n2ncc3c2/C(=C/c2ccccc2)CC3)C1 (stereo unspecified)	1848	1501
35	Nc1ccc(CSc2ccc(Cl)cc2)cc1	1936	1636
36	O=C(c1ccc(F)cc1)N1CCN(C(=O)c2ccc([N+](=O)[O-])cc2)CC1	1715	1651
37	Cc1ccc(CNC(=O)CCCn2c(=O)c3ccccc3n(CC(=O)NC3CCCC3)c2=O)cc1	1783	1522
38	CCOC(=O)c1[nH]c2ccc(OC)cc2c1NC(=S)N1CCN(c2ccc(F)cc2)CC1	2055	1585
39	COc1cccc(CN2CCN(C3CSCCSC3)CC2CCO)c1 (stereo unspecified)	1516	1521
40	CCNS(=O)(=O)c1ccc(OC)c(C(=O)NC2CCCCC2)c1	1722	1538
41	CCCC/C(O)=C1\C(=O)CC(C)(C)CC1=Nc1ccc(N)cc1	1355	1412
42	COc1ccc(C(=O)NNC2=CC(=O)CC(C)(C)C2)cc1OC	1777	1312
43	CN(C)S(=O)(=O)c1ccc(C(=O)NCC2(N3CCCCC3)CCCCC2)cc1	1838	1424
44	Cc1cccc(Cc2cnc(NC(=O)C3=NCCN3)s2)c1	1873	1800
45	C#CCOCCOCCOCCNc1nc(N2CCN(C(=O)[C@H](Cc3cc4ccccc4[nH]3)n3cc([C@@H](N)C(C)CC)nn3)CC2)nc(N2CCN(C(=O)[C@H](Cc3cc4ccccc4[nH]3)n3cc([C@@H](N)CC(C)C)nn3)CC2)n1 (stereo partly specified)	1711	1396
46	CCCc1c(O)nc(SCCN(CCC)CCC)[nH]c1=O	1766	1411
47	Cc1cc(NC(=O)c2ccccc2F)on1	1800	1642
48	CN(C(=O)COC(=O)c1ccc2c(c1)OCCO2)c1ccccc1	1779	1875
49	Cc1cc(C)c(NC(=O)Cn2cnc3c(oc4ccccc43)c2=O)c(C)c1	1616	1542
50	COc1cccc(NC(=O)COC(=O)Cc2ccc(Cl)cc2)c1	1798	1474

Reprinted at random: three entries already listed
#	SMILES	SRC1 TRFRET art	SRC3 TRFRET art
29	CCN1C(=O)C(CC(=O)Nc2ccc(OC)cc2)N(CCCN2CCN(c3ccc(OC)cc3)CC2)C1=S (stereo unspecified)	1957	1563
47	Cc1cc(NC(=O)c2ccccc2F)on1	1800	1642
50	COc1cccc(NC(=O)COC(=O)Cc2ccc(Cl)cc2)c1	1798	1474

The list goes on:
#	SMILES	SRC1 TRFRET art	SRC3 TRFRET art
51	Brc1ccc(-c2csc(N/N=C/c3cccnc3)n2)cc1	1677	1635
52	COc1cccc(C(=O)Cn2c(N3CCOCC3)nc3c2c(=O)n(C)c(=O)n3C)c1	2095	1815
53	Cc1cccc(N2CCN(C(=O)CSc3ccsc3[N+](=O)[O-])CC2C)c1 (stereo unspecified)	1670	1478
54	O=C(N/N=C/c1c[nH]c2ccccc12)C1COc2ccccc2O1 (stereo unspecified)	2028	1613
55	Cc1nc2ccccn2c1C(=O)N/N=C/c1ccc2c(c1)OCO2	1703	1412
56	COc1ccc2c(c1)OC/C(=C/c1cccs1)C2=O	1977	1641
57	O=C(COC(=O)Cc1n[nH]c(=O)c2ccccc12)Nc1cccc(C(F)(F)F)c1	1940	1549
58	Cc1cc(C)n(-c2ccc(C)c(Cl)c2)n1	1662	1503
59	COC(=O)c1ccccc1Oc1ccc(NC(=O)C(C)(C)CCl)cc1	1614	1517
60	NNC(=O)CN1C(c2ccccc2Br)=Nc2ccc(Br)cc2C1c1ccccc1 (stereo unspecified)	1864	1635
61	Cc1cccc(/C(N)=N/OC(=O)Cc2ccccc2)c1	1379	1388
62	CCN(CCO)C(=S)Nc1cc(C(=O)OC)ccc1C(=O)OC	1804	1453
63	CCN1CCN(Cc2c(O)ccc3c2O/C(=C\c2ccc(C)cc2)C3=O)CC1	1749	1542
64	O=C(COC(=O)c1ccccc1)Nc1cc(Cl)ccc1Oc1ccccc1	2032	1626
65	Cc1cc(C(F)(F)F)n2nc(C(=O)O)c(Cl)c2n1	2148	1593
66	COCCCNCCCCOc1ccc(OCc2ccccc2)cc1	1711	1635
67	CC(C)OCC(O)CN1CCN(C(c2ccccc2)c2ccccc2)CC1 (stereo unspecified)	1902	1651
68	COc1ccc2c(c1)CC(=O)NC=C2	1637	1635
69	Cc1cccn2c(=O)c3cc(C(=O)NC(C)C)c(=N)n(Cc4ccncc4)c3nc12	1829	1722
70	COC(=O)C1CCN(C(=O)c2cc(=O)[nH]c3ccccc23)CC1	1850	1424
71	Cc1ccc2[nH]c(C)c(CCNC(=O)C3CCCCC3C(=O)OCC(F)(F)F)c2c1 (stereo unspecified)	1844	1360
72	O=C(O)C12C[C@H]3C[C@@H](C1)CC(n1ncc(N4CCN(c5ccccc5)CC4)c(Cl)c1=O)(C3)C2	1852	1610
73	CCOC(=O)CSc1nc(C)cc(C)c1C(N)=O	1660	1347
74	Cc1nnc(SCC(=O)Nc2ccc(-c3nc4ccccc4s3)cc2)s1	1795	1542
75	O=C(NC(=S)Nc1ccccc1N1CCOCC1)c1ccc(-c2cc(Cl)ccc2Cl)o1	1698	1406

Whole records from above. Order of values: SRC1 TRFRET art, SRC3 TRFRET art
COc1ccc(S(=O)(=O)c2c(C)c(NS(=O)(=O)c3ccccc3)cc(C)c2O)cc1 is entered as 1834, 1718
Brc1ccc(-c2csc(N/N=C/c3cccnc3)n2)cc1 is entered as 1677, 1635
O=C(O)c1ccc(-n2cccn2)nc1 is entered as 1658, 1629
COc1ccccc1C1C2=C(CC(C)(C)CC2=O)Nc2nnnn21 (stereo unspecified) is entered as 1907, 1665
CCNS(=O)(=O)c1ccc(OC)c(C(=O)NC2CCCCC2)c1 is entered as 1722, 1538

(further entries)
#	SMILES	SRC1 TRFRET art	SRC3 TRFRET art
76	NC12NC(=O)C3(O)C4C5CC(C6C5C3C61)C42 (stereo unspecified)	1774	1804
77	O=C(C1=C[C@@H](c2coc3ccccc3c2=O)C[C@@H](OCCCCO)O1)N1CCN(Cc2ccc3c(c2)OCO3)CC1	1804	1677
78	CCOC(=O)N1CCC(N2C(=O)c3ccccc3C2Nc2ccc(S(=O)(=O)N3CCCCC3)cc2)CC1 (stereo unspecified)	1742	1703
79	CCOc1ncccc1C(=O)N1CCN(c2cccc(C)c2C)CC1	2276	1536
80	CCOC(=O)C1CCN(CC(=O)N2C(C)CCCC2C)CC1 (stereo unspecified)	1896	1632
81	COC(=O)c1cc(NC(=O)c2ccc(OC)cc2)c(=O)oc1C	1537	1355
82	COc1cccc(C(=O)Nc2ccc(NC(=O)c3ccco3)c(Cl)c2)c1	1837	1519
83	Cc1[nH]n(-c2ccccc2)c(=O)c1C=NCc1ccco1	1715	1579
84	COCCN(C(=O)c1ccccc1OC1CCN(S(C)(=O)=O)CC1)C(C)C	1993	1780
85	CC(C)NS(=O)(=O)c1ccc(CCC(=O)NCc2ccco2)cc1	1986	1570
86	Cc1cc(NC(=O)C2CC(=O)N(c3ccccc3)C2)no1 (stereo unspecified)	1668	1263
87	Cc1cc(C(=O)Nc2cccc3ccccc23)n(-c2ccccc2)n1	1633	1462
88	O=[N+]([O-])c1cccc(-c2nc(N3CCOCC3)c3ccccc3n2)c1	1523	1458
89	Cc1cnc(C(=O)OCC(=O)NCc2ccc3c(c2)OCO3)cn1	1641	1567
90	O=C(COC(=O)c1cnc(Cl)c(Cl)c1)NCc1ccc2c(c1)OCO2	1783	1614
91	CC(C)NC(=O)NC(=O)CSc1nnc(-c2ccccc2F)n1N	1694	1568
92	COc1ccc(N2C(=O)C3C(c4ccc(OC)cc4O)NC(Cc4ccccc4)(C(=O)O)C3C2=O)cc1 (stereo unspecified)	2120	1534
93	CC[C@H]1OC(=O)[C@H](C)[C@@H](O[C@H]2C[C@@](C)(OC)[C@@H](O)[C@H](C)O2)[C@H](C)[C@@H](O[C@@H]2O[C@H](C)C[C@H](N(C)C)[C@H]2O)[C@](C)(OC)C[C@@H](C)C(=O)[C@H](C)[C@@H](O)[C@]1(C)O	1803	1490
94	CN(CCO)c1cc(NCCCN2CCC(Cc3ccccc3)CC2)c2nonc2c1[N+](=O)[O-]	1641	1431
95	O=c1oc(-c2cccs2)nc2sc3c(c12)CCC3	1974	1718
96	CN1CC=C2C(C#N)=C(N)C(C#N)(C#N)C(CCc3ccccc3)C2C1 (stereo unspecified)	1865	1598
97	CC1CN(CC(O)COC(c2ccccc2)c2ccccc2)CC(C)O1 (stereo unspecified)	1889	1684
98	CC(=O)Oc1ccc(/C=N/NS(=O)(=O)c2ccccc2)cc1	1832	1736
99	Cc1cccc(C(CC(=O)NCc2ccco2)c2ccccc2)c1O (stereo unspecified)	1776	1657
100	O=C(OCC(=O)N1CCCCCC1)c1ccc(Cl)c(S(=O)(=O)N2CCCC2)c1	1516	1478

Other results follow:
#	SMILES	SRC1 TRFRET art	SRC3 TRFRET art
101	O=c1[nH]c(CSc2nnnn2-c2ccccc2)nc2ccccc12	1628	1710
102	COCCNC(=O)Cn1nc(C)c2ccccc2c1=O	1629	1594
103	O=C(N/N=C/c1ccco1)c1cc(-c2cccc(Br)c2)nc2ccccc12	1769	1553
104	CS(=O)(=O)N(CC(=O)NCc1ccncc1)C1CCCCC1	1563	1511
105	CC(C)N1C(=S)SC(C)(C)C1n1oc(=O)n(-c2cccc(Cl)c2)c1=O (stereo unspecified)	1789	1598
106	O=C(CNC(=O)c1ccccc1)NC1(C(=O)NC2CCCCC2)CCCCC1	1722	1618
107	CCC(CO)NCc1sccc1C (stereo unspecified)	1646	1791
108	Cc1ccc(S(=O)(=O)N2CCN(C(=O)c3ccc([N+](=O)[O-])cc3)C2)cc1	1571	1718
109	COc1ccc(NC(=O)C(=O)NCC(=O)Nc2cccc(C(F)(F)F)c2)cc1	1786	1672
110	Cc1cccc(N2C(=O)c3cccc4c(N5CCCCC5)c([N+](=O)[O-])cc(c34)C2=O)c1C	1876	1572
111	COc1ccc(/C=C(\C#N)C(=O)OCC(=O)Nc2c(C)cccc2C)cc1	1762	1480
112	COc1ccc(C(=O)c2ccccc2Cl)cc1OC	1893	1769
113	CCOP(=O)(OCC)C(Nc1ccc([N+](=O)[O-])cc1)c1ccc(Cl)cc1 (stereo unspecified)	1752	1559
114	Cc1nn(-c2ccccc2)c(Cl)c1/C=N/NC(=O)OC(C)(C)C	1541	1599
115	CC1CN(C(=O)c2cccs2)CC(C)O1 (stereo unspecified)	2166	1840
116	O=C(NC1=C(Nc2ccc(F)cc2)C(=O)c2ccccc2C1=O)c1ccc(Cl)cc1	1407	1492
